PostGolgi ctrl – inhibits growth of the yeast control strain; efflux-deficient yeast background strain, growth absorbance A615, 16 h; inhibition, % at 10 µM; actives 5% (n = 98,000)
CYP2C19 inh – blocks human cytochrome P450 2C19; P33261; CYP2C19 Supersomes, luciferin-H EGE luminescence, 30 min; inhibition, % at 5 µM; actives 21% (n = 96,000);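 active means CYP2C19 inhibition above a set limit at 5 µM in the primary screen, cut at about 50% in these data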;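 further: plate controls were negative control wells for no effect and 2.5 mM tranylcypromine positive control for full effect; values of inactives mirror those of a sister screen read the other way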
PostGolgi yeast – growth inhibition of a yeast mutant, post-Golgi transport screen. inhibition, % at 10 µM. actives 0.9% (n = 98,000). post-Golgi transport phenotypic cell assay. AID 739;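 further: yeast cells grown in 1536-well plates; yeast grown about 18 h at 30C before absorbance read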
CYP2C19 activ – activators of human cytochrome P450 2C19; recombinant CYP2C19, luciferin-H EGE luminescence; active compounds read high; 0 = fully inhibited enzyme, 1 = untreated enzyme; AID 1025; P33261; 96,000 tested, under 10 active; activation factor at 5 µM;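 active means activation factor of at least 2 at 5 µM in the primary screen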;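 further: 0 = wells with 2.5 mM tranylcypromine and 1 = vehicle-only wells; values of inactives mirror those of a sister screen read the other way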
hDAT+cocaine – human DAT dopamine uptake with cocaine, either direction; Q01959; LLC-PK1 hDAT cells, [14C]-dopamine uptake with cocaine IC80; actives deviate in either direction; B-score at 10 µM; actives 1.3% (n = 110,000);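 active means Z score or B-score, a plate-position-corrected score, falls beyond the plate's 99.7% confidence bounds, in either direction; inactive means both scores lie inside the 99.7% bounds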;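 further: scored against the spread of the other compound wells on the same plate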
Target sequence (Q01959 whole entry, looked up): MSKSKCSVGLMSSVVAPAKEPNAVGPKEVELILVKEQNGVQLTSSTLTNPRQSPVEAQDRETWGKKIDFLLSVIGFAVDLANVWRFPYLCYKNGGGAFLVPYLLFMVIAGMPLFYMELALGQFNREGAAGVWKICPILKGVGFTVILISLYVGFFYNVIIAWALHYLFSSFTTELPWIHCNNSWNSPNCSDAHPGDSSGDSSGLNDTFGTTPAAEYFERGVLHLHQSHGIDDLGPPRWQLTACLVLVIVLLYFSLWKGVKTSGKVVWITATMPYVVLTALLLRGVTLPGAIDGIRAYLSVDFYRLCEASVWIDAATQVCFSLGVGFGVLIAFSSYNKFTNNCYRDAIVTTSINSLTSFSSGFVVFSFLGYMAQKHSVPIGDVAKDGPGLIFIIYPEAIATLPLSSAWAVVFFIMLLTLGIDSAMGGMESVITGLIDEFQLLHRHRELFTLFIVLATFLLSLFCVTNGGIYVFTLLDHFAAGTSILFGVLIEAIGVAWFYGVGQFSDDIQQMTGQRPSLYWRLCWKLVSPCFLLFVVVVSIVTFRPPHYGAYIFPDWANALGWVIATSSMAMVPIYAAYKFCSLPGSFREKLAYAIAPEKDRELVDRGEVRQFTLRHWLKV
sEH inh – inhibitors of human soluble epoxide hydrolase; recombinant human sEH enzymatic activity assay; inhibition, % at 2 µM; actives 0.34% (n = 91,000); in the data active means inhibition above about 80%; further: values of inactives mirror those of a sister screen read the other way; many of its hits are not listed in these tables
S1P2 ag – S1P2 (human) receptor agonism | S1P2-expressing cell line, agonist reporter read-out | actives 0.46% (n = 97,000) | activation, % at 4.5 µM | O95136; in the data active means activation above about 16%;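 further: 0% = vehicle low control and 100% = maximal reference agonist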
Target sequence (O95136 whole entry, looked up): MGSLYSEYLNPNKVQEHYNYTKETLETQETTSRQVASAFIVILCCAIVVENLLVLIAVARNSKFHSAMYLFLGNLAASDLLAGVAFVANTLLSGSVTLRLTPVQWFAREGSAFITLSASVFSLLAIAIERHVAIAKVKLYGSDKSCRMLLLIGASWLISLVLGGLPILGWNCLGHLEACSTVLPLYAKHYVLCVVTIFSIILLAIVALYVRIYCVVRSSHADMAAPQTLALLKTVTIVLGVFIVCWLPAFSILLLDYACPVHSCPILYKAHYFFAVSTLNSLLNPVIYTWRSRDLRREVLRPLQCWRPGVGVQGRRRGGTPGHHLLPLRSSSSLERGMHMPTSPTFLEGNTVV
sEH act – soluble epoxide hydrolase (human) activation; AID 717; actives 0.04% (n = 91,000); activation, % at 2 µM; purified human sEH enzymatic activity, activator screen; P34913; in the data active means activation above about 37%; further: values of inactives mirror those of a sister screen read the other way
S1P2 blocker – antagonists of human S1P2 receptor; cell-based S1P2 antagonist assay, inhibition at 5 uM; actives 0.21% (n = 97,000); O95136; inhibition, % at 5 µM; in the data active means inhibition above about 45%;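 further: CRE beta-lactamase reporter cells expressing human S1P2 stimulated with S1P; 0% = agonist at EC80 alone and 100% = agonist plus reference antagonist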
Numbers without * were called inactive; · = not tested or not shown. Unless noted, no stated cut-off is given here; in the data, active means inhibition above about 30%; inactive means the rest.

mol	PostGolgi ctrl	CYP2C19 inh	PostGolgi yeast	CYP2C19 activ	hDAT+cocaine	sEH inh	S1P2 ag	sEH act	S1P2 blocker
COc1ccc2[nH]c(=O)c(CN(CCO)S(=O)(=O)c3ccc4c(c3)OCCO4)cc2c1	2	75*	-15	0.2	·	·	·	·	·
COc1ccc(-n2cnnc2SCC(=O)N2CCN(c3ccccc3)CC2)cc1	24	34	-4	0.7	0.12	-1	-6	3	-14
COc1ccc(NC(=O)ON=C2c3ccccc3-c3ccccc32)cc1	3	12	9	0.9	3.8*	15	0	-13	-16
CCNC(=O)C1(c2ccccc2)CCCC1	3	-5	-1	1	-0.67	-3	0	5	-12
c1ccc(-c2cn3cccnc3n2)cc1	10	2	-1	1	1.1	-8	-4	9	5
CCCC(=O)NC(=S)Nc1ccc(Cl)cn1	10	43	16	0.6	0.34	-10	-3	12	-3
Cc1occc1C(=O)OCC(=O)Nc1ccc(F)cc1	9	86*	-9	0.1	-1.4	1	-7	0	14
COc1cc(NC(=O)Cc2ccccc2OC)cc(OC)c1	-5	51*	-3	0.5	·	2	-1	1	-10
c1cnc(Oc2ccc(-c3nnco3)cc2)cn1	-4	54*	6	0.5	-0.44	1	-4	-2	13
CN=c1oc2ccc(Cl)cc2cc1C(N)=O	5	-8	6	1.1	-1.4	·	·	·	·
CCc1c(C)sc(NC(=O)c2ccco2)c1C(=O)N1CCOCC1	4	-11	1	1.1	-2.3	9	-4	-6	-3
c1ccc(OCCSc2nc3ccccc3o2)cc1	8	10	4	0.9	0.18	·	-3	·	12
O=C(CSc1nc2cc(Cl)ccc2o1)N1CCOCC1	7	40	-12	0.6	0.73	0	-5	3	-7
Cn1nnnc1SCC(=O)Nc1cc(C(C)(C)C)nn1-c1ccccc1	20	3	6	1	0.14	-12	-1	16	9
CCCOc1ccc(N2CC(C(=O)Nc3ccc4c(c3)OCO4)CC2=O)cc1 (centres undefined)	0	·	-3	·	-1.4	6	-3	-6	-4
COc1cc(/C=N\NC(=O)Cn2nnc3ccccc32)cc(OC)c1OC	2	38	-3	0.6	1.5	-6	12	10	-41
CC(c1nnc(SCC(=O)c2c(N)n(C)c(=O)n(C)c2=O)n1-c1ccc(Cl)cc1)N(C)C (centres undefined)	37*	-3	14	1	0.006	-11	-1	10	18
Cc1ccc(-c2nnn(CC(=O)N(c3ccccc3)C(C(=O)NC(C)(C)C)c3cccs3)n2)o1 (centres undefined)	·	·	·	·	-0.056	-2	-4	7	27
CCc1ccc2oc(-c3cccc(NC(=O)c4cccnc4)c3)nc2c1	74*	19	2	0.8	0.034	5	-6	-1	25
Cc1sc(NC(=O)C2CCCO2)c(C#N)c1C (centres undefined)	4	30	-3	0.7	0.72	·	·	·	·
C/C=C/Cn1c(N2CCCCCC2)nc2c1c(=O)[nH]c(=O)n2C	8	-14	-3	1.1	·	-4	0	3	-9
COc1ccc2[nH]cc(C3N4CC5(C)CN3CC(C)(C4)C5=O)c2c1 (centres undefined)	-3	22	-9	0.8	-0.2	6	-2	-6	-16
C/C(N)=C(/C#N)C(=O)CSc1nnc(COc2cc(C)ccc2C)o1	4	0	-8	1	-0.12	-8	-4	7	-7
COC(=O)c1cccc(NC(=O)CSc2nc3cccnc3n2C)c1	9	68*	-10	0.3	1	·	-6	·	3
COc1cccc(CNC(=O)C2CCN(S(=O)(=O)N3CCCC3)CC2)c1	11	5	-7	1	-0.78	·	·	·	·
Cc1cc(NC(=O)CCN2C(=O)C3C4CCC(C4)C3C2=O)c(C)cc1Br (centres undefined)	7	9	1	0.9	0.82	23	-2	-22	5
Cn1c(C(=O)NCc2ccccn2)cc2c(=O)n(C)c3ccccc3c21	-8	-5	1	1.1	-0.67	·	-2	·	-11
Nc1nc2ccc(C(=O)NC3CCCCC3)cc2s1	11	-2	-5	1	0.033	·	-3	·	7
Cc1nc(SCC(=O)NCc2ccco2)c2c3c(sc2n1)CCCC3	4	24	-6	0.8	0.034	·	-3	·	-34
O=C1CC(SCc2nc3ccccc3[nH]2)C(=O)N1c1ccc(Cl)cc1 (centres undefined)	5	32	0	0.7	0.081	3	-6	-4	10

hDAT+cocaine, what is marked active above
Compound	PostGolgi ctrl	CYP2C19 inh	CYP2C19 activ	hDAT+cocaine	sEH inh	S1P2 ag	sEH act	S1P2 blocker
COc1ccc(NC(=O)ON=C2c3ccccc3-c3ccccc32)cc1	3	12	0.9	3.8*	15	0	-13	-16

(cont.)
mol	PostGolgi ctrl	CYP2C19 inh	PostGolgi yeast	CYP2C19 activ	hDAT+cocaine	sEH inh	S1P2 ag	sEH act	S1P2 blocker
CC(=O)N1CCc2cc(S(=O)(=O)NCCC(=O)N3CCN(c4ccccn4)CC3)ccc21	35*	-1	10	1	-0.95	-7	-7	11	1
c1ccc2c(NC3=NCCCCS3)cccc2c1	·	·	·	·	0.69	-2	-4	4	-1
O=c1[nH]c2cc3c(cc2cc1CN(Cc1nnnn1CC1CCCO1)C1CCCC1)OCO3 (centres undefined)	2	25	4	0.8	·	5	-7	-6	-9
CN(C)CCCNC(=O)C1CCNCC1	9	5	8	1	0.51	·	·	·	·
CS(=O)(=O)N1CCC(C(=O)NCc2ccco2)CC1	12	-19	0	1.2	0.2	-2	-4	2	-16
CC(=O)C(Sc1ccc2nnc(-c3ccc(C)cc3)n2n1)C(C)=O	17	17	-1	0.8	-0.78	7	1	-4	-24
CN(C)C(CNS(=O)(=O)c1ccc(F)cc1)c1cccnc1 (centres undefined)	3	24	-2	0.8	0.49	4	-1	-2	-4
COc1ccc(C(=O)N2CCC(C(=O)c3ccc(F)cc3)CC2)cc1	·	·	·	·	0.9	3	-5	0	12
Cc1cc(C)cc(NC(=O)CSc2nnc(-c3ccccc3C)o2)c1	9	-3	-3	1	-0.25	3	-7	-1	15
Brc1ccc2c(c1)CNc1c(ncnc1N1CCOCC1)O2	2	98*	-17	0	0.018	·	·	·	·
CCN(CC)CCNC(=O)COc1ccc(Cl)cc1Cl	0	4	3	1	0.36	-10	-6	10	15
CCOC(=O)CC(N)c1ccc(OC)cc1 (centres undefined)	6	6	-2	0.9	-0.55	15	-6	-14	14
Cc1noc(NS(=O)(=O)c2ccc(NC(=O)CSc3n[nH]c(-c4ccccc4)n3)cc2)c1C	-5	1	-4	1	-0.035	-3	-5	2	3
O=c1c2ccc(-c3nnc4n3-c3ccccc3SC4)cc2nc2n1CCCCC2	·	·	·	·	·	6	-3	-4	10
Cc1c(NC(=O)Cn2nc(C(=O)O)c3ccccc3c2=O)c(=O)n(-c2ccccc2)n1C	-3	-13	0	1.1	-0.53	-3	2	1	12
CC(C)(C)C(=O)NCCn1ccc2ccccc21	6	97*	-10	0	-0.86	·	-3	·	-4
CC1(C)C(=O)OC(c2ccccc2)C2(CCCC2)C1=O (centres undefined)	16	90*	-4	0.1	1	5	2	-5	-28
CCC(C)C(=O)Nc1nc(C)c(-c2csc(Nc3cc(OC)ccc3OC)n2)s1 (centres undefined)	16	21	-1	0.8	0.4	10	-4	-9	15
COc1ccccc1C1C(C(=O)NCc2ccccc2)=C(C)Nc2ncnn21 (centres undefined)	7	13	-8	0.9	0.0078	·	·	·	·
CCC(C)(C)NC(=O)c1ccc2c(c1)N(CC(=O)OC)C(=O)C(C)(C)O2	0	0	1	1	0.058	1	-4	-1	-2
CCc1sc2nc(SCC(=O)Nc3cc(C)on3)n(-c3cccc(OC)c3)c(=O)c2c1C	-1	36	-1	0.6	0.61	-14	4	17	-18
COc1ccccc1CNS(=O)(=O)c1ccc(C)cc1	8	92*	0	0.1	-0.95	-3	-3	1	-12
S=c1nc[nH]c2c1[nH]c1ccccc12	1	11	-3	0.9	0.84	1	-7	-1	-15
Cc1ccc2[nH]cc(C(=O)CN3CCN(C)CC3)c2c1	1	-9	-1	1.1	-0.08	7	-8	-6	-12
Cc1ccc(Cl)cc1N1CCN(S(=O)(=O)c2cccc(S(=O)(=O)N3CCCC3)c2)CC1	8	64*	2	0.4	-0.19	·	·	·	·
CCN(CC)C(=O)COn1c(SCC(=O)N(CC)CC)nc2ccccc2c1=O	11	-2	3	1	-0.69	·	·	·	·
C/C(Cl)=C/Cn1c(N2CCCC2)nc2c1c(=O)n(C)c(=O)n2C	0	18	21	0.8	0.11	3	-4	-4	-9
CCn1c(SCc2nc3ccccc3s2)nnc1-c1ccccc1	6	99*	-1	0	0.3	-16	-3	16	-6
O=C(CNC(=O)c1ccco1)OCc1ccc(Cl)cc1	-2	82*	-10	0.2	0.27	1	-2	-4	-10
CC1(C)Cc2c(C#N)c(NCC3CCCO3)nc(-c3ccco3)c2CO1 (centres undefined)	16	13	2	0.9	-0.22	-7	7	8	-36
COc1ccc(OC)c(/C(O)=C/C(=O)C(=O)Nc2cc(C)ccc2OC)c1	12	9	-6	0.9	0.095	-18	-4	13	-10
COc1ccc(S(=O)(=O)N(CC(=O)NCc2ccco2)C2CCCCC2)cc1OC	1	86*	-10	0.1	0.16	·	·	·	·
CC(C)NS(=O)(=O)c1ccc(OCC(=O)Nc2ccc(F)cc2F)cc1	5	43	-8	0.6	-0.46	15	-5	-13	-10
CC(CCN(C)C)OC(=O)c1ccc(C(C)c2ccccc2)o1 (centres undefined)	4	61*	-1	0.4	-0.076	-3	-3	3	2
O=C(c1cn(-c2ccccc2)nc1-c1cccs1)N(CCO)Cc1ccccc1	25	75*	-1	0.2	0.35	21	-3	-19	4
CC(NC(=O)c1ccc(CS(=O)(=O)c2cccc(C(F)(F)F)c2)o1)c1ccc2c(c1)OCCO2 (centres undefined)	14	64*	37*	0.4	0.061	2	-1	-5	5
O=C(CCCc1ccccc1)N1CCc2ccccc21	7	78*	2	0.2	0.73	-3	-7	4	2
C#CCN1C(=O)C(O)(CC(=O)c2cccc(OC)c2)c2ccccc21 (centres undefined)	3	33	-8	0.7	0.014	1	-4	-3	12
O=C(Nc1ccc2c(c1)OCO2)OCc1ccccc1	3	92*	-4	0.1	0.35	-8	-6	3	6
Cc1cc(C)c(C)c(OCc2nc(-c3cccnc3)no2)c1	0	68*	-6	0.3	0.6	3	-3	0	-37
COc1cccc(C=Nc2ccc3c(c2)OCCO3)c1O	3	3	-7	1	·	·	·	·	·
Cc1ccc2c(=O)cc(C(F)F)oc2c1	5	4	6	1	-0.26	2	1	-1	-23
O=C(NCCNC(=O)c1cc(OCC(F)(F)F)ccc1OCC(F)(F)F)Nc1ccccc1	11	22	-3	0.8	-0.47	-5	-7	4	26
CCCN(CCC)C(=O)Cc1coc2ccc3ccccc3c12	42*	64*	-1	0.4	-0.25	-11	-8	6	-16
O=c1[nH]n2c(=O)c3c([nH]c2c1N=Nc1cccc(C(F)(F)F)c1)CCCC3	·	·	·	·	-0.5	1	0	2	16
Cc1ccc(C(=O)Nc2nnc(C3CCCCC3)s2)o1	10	4	-2	1	0.23	-19	-2	16	-23
COc1cccc2cc(C(=O)N3CCN(C(=O)c4ccco4)CC3)c(=O)oc12	-6	11	-4	0.9	-0.47	-7	-4	8	-8
CCOC(=O)c1cc(-c2ccccc2)sc1NC(=O)CC(C)C	-1	26	11	0.7	-0.72	10	-3	-10	-10
Cc1csc(NC(=O)CNS(=O)(=O)c2cccs2)n1	-2	22	15	0.8	-2.3	12	-4	-12	-6
CCN(CC)C(=O)C1=C(C)NC(=O)NC1c1c(F)cccc1Cl (centres undefined)	-2	0	-11	1	-0.79	-4	-2	7	-7
Cc1cccc(CSc2nc3sc(C)c(C)c3c(=O)n2Cc2ccco2)c1	4	42	-5	0.6	1.3	6	-2	-7	5
